Assay outcomes (PubChem BioAssay)
TEAD-YAP inh – TEAD-YAP interaction inhibition, primary screen, TEAD-YAP interaction inhibitor project, luminescence, HEK-TIYL cells. TEAD-Gal4/YAP UAS-luciferase luminescence. inhibition, % at 9.12 µM. actives 1.4% (n = 640,000); in the data active means inhibition above about 32%;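 further: 0% = median of test compound wells and 100% = reference inhibitor wells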
MITF primary – MITF inhibitors, primary screen, biochemical, AlphaScreen, human; Microphthalmia-associated transcription factor (Homo sapiens), O75030; AlphaScreen MITF homodimerization, bead proximity signal; inhibition, % at 2.6 µM; actives 0.91% (n = 650,000); in the data active means inhibition above about 50%;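 further: 0% = vehicle wells with protein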
Target sequence (O75030 whole entry, looked up): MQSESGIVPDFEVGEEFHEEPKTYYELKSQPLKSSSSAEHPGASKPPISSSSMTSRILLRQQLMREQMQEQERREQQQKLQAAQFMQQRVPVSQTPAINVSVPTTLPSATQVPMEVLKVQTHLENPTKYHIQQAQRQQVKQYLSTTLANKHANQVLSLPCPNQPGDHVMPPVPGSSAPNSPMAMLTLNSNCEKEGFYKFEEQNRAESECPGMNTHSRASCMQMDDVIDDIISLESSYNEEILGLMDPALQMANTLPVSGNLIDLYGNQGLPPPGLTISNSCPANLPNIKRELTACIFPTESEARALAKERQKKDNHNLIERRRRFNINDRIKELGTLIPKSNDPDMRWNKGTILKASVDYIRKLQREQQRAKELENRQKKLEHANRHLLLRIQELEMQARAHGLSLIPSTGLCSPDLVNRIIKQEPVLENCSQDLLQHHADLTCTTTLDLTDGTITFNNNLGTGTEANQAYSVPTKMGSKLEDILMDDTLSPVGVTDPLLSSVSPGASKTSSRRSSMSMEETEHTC
GPR151 activ – activators of human GPR151, primary screen, cell-based, PathHunter beta-arrestin, luminescence; G-protein coupled receptor 151 (Homo sapiens), Q8TDV0; activation, % at 11.2 µM; PathHunter beta-arrestin GPR151 cells; actives 1% (n = 650,000); in the data active means activation above about 4.9%;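 further: 0% = median of compound wells and 100% = cells with positive control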
Target sequence (Q8TDV0 whole entry, looked up): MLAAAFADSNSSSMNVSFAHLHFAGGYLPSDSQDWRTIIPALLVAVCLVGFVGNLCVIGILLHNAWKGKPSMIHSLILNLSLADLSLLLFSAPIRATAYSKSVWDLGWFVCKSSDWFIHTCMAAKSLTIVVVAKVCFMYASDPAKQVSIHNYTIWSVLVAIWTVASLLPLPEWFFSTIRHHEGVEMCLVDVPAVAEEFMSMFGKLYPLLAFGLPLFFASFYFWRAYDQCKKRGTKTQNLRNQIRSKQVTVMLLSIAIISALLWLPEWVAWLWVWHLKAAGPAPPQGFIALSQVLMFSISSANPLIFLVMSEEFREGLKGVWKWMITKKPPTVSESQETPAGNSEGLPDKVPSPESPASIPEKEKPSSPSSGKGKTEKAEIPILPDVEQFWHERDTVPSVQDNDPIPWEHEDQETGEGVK
FBW7 activator – FBW7 E3 ligase activators, primary screen, biochemical, AlphaScreen, human; AID 1259310, 2017; AlphaScreen FBW7–phospho-cyclin E peptide binding, activator screen; normalized activity (activation), % at 26.1 µM; F-box/WD repeat-containing protein 7 (Homo sapiens), Q969H0; actives 0.13% (n = 650,000); in the data active means normalized activity above about 1.9%;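 further: purified mutant Fbw7 with reduced substrate affinity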
Numbers without * were called inactive. Outcome played no part in choosing rows. Share with any hit: about 3.5%.

no. | structure | TEAD-YAP inh | MITF primary
1 | COc1ccc(/C=c2\sc3n(c2=O)C(c2c(OC)ccc4ccccc24)C(C(C)=O)=C(C)N=3)c(OC)c1 (configuration not stated) | -10 | -20
2 | CCN1CCN(C(=O)c2cc3c(=O)n(C)c4ccccc4c3s2)CC1 | -12 | -12
3 | CCOP(=O)(OCC)c1nc(-c2ccco2)oc1NCc1ccc2c(c1)OCO2 | 4 | 16
4 | O=C(Oc1ccc([N+](=O)[O-])cc1)c1ccc(Cl)c(S(=O)(=O)N2CCCCC2)c1 | 4 | 11
5 | CN(C)c1ccc(/C=C(/C#N)c2nnc3n2CCCCC3)cc1 | -33 | -1
6 | CCNc1nc(NCC)n2c(SCC(=O)Nc3ccc(Cl)c(Cl)c3)nnc2n1 | -5 | 13
7 | Cc1ccc(-c2nnc(Nc3ccc(Cl)c(Cl)c3)c3ccccc23)cc1S(=O)(=O)NCc1ccccn1 | 11 | 5
8 | O=C(Nc1ccccc1C(=O)O)c1ccc(N2C(=O)C3C4C=CC(C4)C3C2=O)cc1 (configuration not stated) | 14 | 6

no. | GPR151 activ | FBW7 activator
1 | 1.7 | -0.1
2 | 1.0 | -0.3
3 | -0.1 | 0.0
4 | -1.2 | 0.0
5 | 1.7 | 0.0
6 | -1.6 | 0.0
7 | 3.3 | 0.0
8 | -0.4 | 0.2

no. | structure | TEAD-YAP inh | MITF primary
9 | O=C(Nc1ccc(Br)cc1)c1cnn2c1NC(C1CC1)CC2C(F)F (configuration not stated) | -1 | 0
10 | COc1ccc(OC)c(NC(=O)c2cc(S(=O)(=O)N(C)C3CCCCC3)ccc2F)c1 | -13 | 4
11 | Cc1c(Cl)ccc(S(=O)(=O)n2ccnc2)c1Cl | 4 | 8
12 | COc1cc(CNCc2ccc3c(c2)OCO3)c([N+](=O)[O-])cc1OC | -8 | 7
13 | Cc1ccc(S(=O)(=O)NCC2CCN(C)CC2)cc1C | 9 | -26
14 | CC(C)[C@H](NS(=O)(=O)c1ccc2c(c1)OCCO2)C(=O)NC1CCCc2ccccc21 (some centres not stated) | -3 | 1
15 | CC1=C(C(=O)OC2CCCCC2)C(c2ccc(F)c(F)c2)C2=C(CCCC2=O)N1 (configuration not stated) | -4 | -9
16 | CCCCN(CC)c1cnn(-c2ccccc2)c(=O)c1N | -5 | 13

no. | GPR151 activ | FBW7 activator
9 | 1.9 | 0.0
10 | 1.8 | 0.2
11 | -1.4 | 0.0
12 | 2.6 | -0.2
13 | 0.1 | -0.2
14 | 1.2 | 0.2
15 | -0.9 | 0.2
16 | 9.2* | 0.2

no. | structure | TEAD-YAP inh | MITF primary
17 | O=C(CN1Cc2ccccc2C1=O)Nc1ccc(Cl)cc1 | -9 | 6
18 | COC(=O)c1c(NC(=O)c2cccc(Cl)c2)sc2c1CCCC2 | -11 | 5
19 | CC(C)(C)OC(=O)NNS(=O)(=O)c1ccc(Cl)cc1 | 9 | 11
20 | O=C(COC(=O)c1ccc2c(c1)C(=O)N(c1cc(Cl)ccc1Cl)C2=O)c1cccc([N+](=O)[O-])c1 | 5 | -4
21 | CS(=O)(=O)N(CC(=O)N1CCCCC1)c1ccc(Br)cc1 | 3 | 5
22 | N=C1CCCN1CC(=O)c1ccc(Br)cc1 | -52 | 2
23 | Cn1ccnc1SCC(=O)N1Cc2ccccc2CC1C(=O)O (configuration not stated) | -4 | 1
24 | CCN1CCN(c2cc(C)c3cc(NC(=O)Cc4ccc(Cl)c(Cl)c4)ccc3n2)CC1 | -3 | 12

no. | GPR151 activ | FBW7 activator
17 | 1.4 | -0.2
18 | -0.3 | -0.1
19 | -0.7 | 0.5
20 | 0.2 | -0.1
21 | -0.2 | 0.3
22 | -1.0 | 0.0
23 | -0.1 | -0.1
24 | -0.1 | 0.1

no. | structure | TEAD-YAP inh | MITF primary
25 | CCOc1ccccc1NC(=O)CSc1nnc(NC(=O)CCc2ccccc2)s1 | 0 | -10
26 | OCCC1CN(Cc2c(F)cccc2Cl)CCN1C1CCCC1 (configuration not stated) | -9 | 2
27 | CCN(c1cccc(C)c1)S(=O)(=O)c1cc(C(=O)Nc2ccc(Br)cc2)ccc1F | 16 | 18
28 | COc1cc(Nc2ncnc3c2nc(Nc2ccccc2)n3C(C)C)cc(OC)c1OC | -1 | 2
29 | CC1=C(C(=O)OC(C)(C)C)C(c2ccc(F)cc2)NC(=O)N1 (configuration not stated) | 10 | 10
30 | Cc1cc(N2C(=O)CSC23C(=O)Nc2ccccc23)ccc1Br (configuration not stated) | 2 | 7
31 | Cc1nc(N2CCN(c3ncccn3)CC2)nc2ccc(N)cc12 | -7 | 2
32 | CCOC(=O)c1[nH]c(C)c(C(=O)OCC)c1C | -21 | 7

no. | GPR151 activ | FBW7 activator
25 | -1.6 | -0.1
26 | 2.5 | -0.1
27 | -2.5 | 0.8
28 | -0.3 | 0.2
29 | 0.8 | -0.1
30 | 0.1 | -0.6
31 | 1.2 | -0.1
32 | -1.0 | 0.6

no. | structure | TEAD-YAP inh | MITF primary
33 | COc1nn(C)cc1C(=O)Nc1cc(F)ccc1F | -31 | -3
34 | COc1cc(/C=N\NC(=O)Cc2cccs2)cc(OC)c1OC | -4 | -4
35 | Cc1ccc(/C=C2/N=C(c3cccc4ccccc34)OC2=O)o1 | -8 | 13
36 | COc1c(Cl)cc(Cl)cc1CNCC1CCCO1 (configuration not stated) | -7 | 1
37 | Cc1ccc2cc3cc(C(=O)NCCCN4CCCC4=O)oc3nc2c1 | 5 | 6
38 | COc1cccc(C2C(C(=O)OCCc3ccccc3)=C(C)NC3=C2C(=O)CC(C)(C)C3)c1 (configuration not stated) | -4 | 6
39 | CN1CCN(c2cc(-c3ccncc3)nc(-c3ccccc3)n2)CC1 | 0 | 1
40 | O=C1OC(c2cccc(Br)c2)=N/C1=C\c1ccc(Cl)cc1Cl | 1 | 1

no. | GPR151 activ | FBW7 activator
33 | 1.1 | -0.1
34 | 1.7 | -0.1
35 | 1.2 | 0.0
36 | -2.2 | 0.1
37 | -0.3 | 0.0
38 | 0.3 | 0.0
39 | 0.8 | -0.1
40 | 0.7 | 0.1

no. | structure | TEAD-YAP inh | MITF primary
41 | COc1ccc(OC)c(Nc2ncnc3c2cnn3C)c1 | 1 | 8
42 | CC(=O)Nc1cccc(NC(=O)c2cc(C)on2)c1 | -10 | 15
43 | NC(=O)NC(=O)COC(=O)c1ccccc1I | 3 | -10
44 | CC(=O)/C(N=Nc1c(Cl)cc(Cl)cc1Cl)=C(\C)O | 2 | -7
45 | COc1cc(OC)cc(C(=O)N2CCN(c3ccccc3)CC2)c1 | -1 | 20
46 | O=C(CSCSCC(=O)Nc1ccc2c(c1)OCO2)Nc1ccc2c(c1)OCO2 | 5 | 16
47 | OCc1cccc(-c2cnn3c(NCc4cccs4)ccnc23)c1 | 102* | 2
48 | CCOC(=O)C1(Cc2ccccc2C(F)(F)F)CCN(C(=O)c2ccncc2)CC1 | -66 | -10

no. | GPR151 activ | FBW7 activator
41 | -0.5 | 1.4
42 | 0.7 | 0.0
43 | 0.6 | -0.1
44 | 0.3 | 0.1
45 | -0.9 | 0.1
46 | -0.1 | 0.1
47 | 0.6 | -0.1
48 | 1.3 | -0.1

By substructure: the entries above containing a tert-butyl group.
no. | structure | TEAD-YAP inh | MITF primary
19 | CC(C)(C)OC(=O)NNS(=O)(=O)c1ccc(Cl)cc1 | 9 | 11
29 | CC1=C(C(=O)OC(C)(C)C)C(c2ccc(F)cc2)NC(=O)N1 (configuration not stated) | 10 | 10

no. | GPR151 activ | FBW7 activator
19 | -0.7 | 0.5
29 | 0.8 | -0.1

The list continues:
no. | structure | TEAD-YAP inh | MITF primary
49 | COc1cc(CNCCN(C)C)c(Cl)cc1OCc1ccccc1 | -8 | -5
50 | CCN(CC)c1c(CN2CCCCC2)c(=O)oc2ccccc12 | 10 | 7
51 | CC1=C(C(=O)OCc2ccccc2)Sc2ccc(C(F)(F)F)cc2N1 | -3 | 6
52 | Cc1c(C(=O)Nc2ccc(F)cc2)sc2ncn(CC(=O)N3CCCCC3C)c(=O)c12 (configuration not stated) | 2 | -4
53 | Cc1ccc(-c2ocnc2C(=O)NCc2ccc3c(c2)OCO3)cc1 | 18 | 15
54 | O=C(c1ccc(Cl)cc1)N1CCc2c([nH]c3ccccc23)C1c1ccccc1 (configuration not stated) | 11 | 3
55 | CCOc1ccc(S(=O)(=O)N2CCNC(=O)C2)cc1 | 6 | 22
56 | CCOc1ccc(NS(=O)(=O)c2c(C)[nH]c(=O)[nH]c2=O)cc1 | 3 | 3

no. | GPR151 activ | FBW7 activator
49 | 1.1 | -0.1
50 | -1.1 | 0.0
51 | 0.0 | -0.1
52 | 2.1 | 0.2
53 | -0.2 | 0.0
54 | -2.0 | -0.1
55 | -1.0 | 0.2
56 | -0.3 | 0.1

An excerpt of these results, tab-delimited.
entry	smiles	TEAD-YAP inh	MITF primary	GPR151 activ	FBW7 activator
50	CCN(CC)c1c(CN2CCCCC2)c(=O)oc2ccccc12	10	7	-1.1	0.0
55	CCOc1ccc(S(=O)(=O)N2CCNC(=O)C2)cc1	6	22	-1.0	0.2
51	CC1=C(C(=O)OCc2ccccc2)Sc2ccc(C(F)(F)F)cc2N1	-3	6	0.0	-0.1
52	Cc1c(C(=O)Nc2ccc(F)cc2)sc2ncn(CC(=O)N3CCCCC3C)c(=O)c12 (configuration not stated)	2	-4	2.1	0.2
53	Cc1ccc(-c2ocnc2C(=O)NCc2ccc3c(c2)OCO3)cc1	18	15	-0.2	0.0

Later entries
no. | structure | TEAD-YAP inh | MITF primary
57 | O=[N+]([O-])c1cc(Cl)ccc1NCCCNS(=O)(=O)c1ccc(Cl)cc1 | -6 | -8
58 | COc1ccccc1/C=C/C(=O)Nc1ccc(S(=O)(=O)Nc2cc(C)on2)cc1 | -1 | -2
59 | Cc1nn(S(=O)(=O)c2ccccc2[N+](=O)[O-])c(C)c1Sc1ccc(Cl)cc1 | -3 | 11
60 | Cc1nc(-c2coc3c(O)c(O)ccc3c2=O)cs1 | 20 | 15
61 | O=C(COC(=O)c1cccc(N2C(=O)C3CC=CCC3C2=O)c1)c1ccc([N+](=O)[O-])cc1 (configuration not stated) | 11 | -3
62 | Cc1ccnc(N2CCC(C(=O)Nc3ccc(Br)cc3)CC2)n1 | -8 | 16
63 | O=C(NCc1ccccc1)c1nnc(Cc2ccc(F)cc2)o1 | 0 | -13
64 | COC(=O)c1oc2ccc(OC)cc2c1NC(=O)c1ccc(C(F)(F)F)cc1 | -7 | -2

no. | GPR151 activ | FBW7 activator
57 | 0.5 | 0.0
58 | -2.3 | 0.1
59 | -0.5 | -0.2
60 | -2.5 | -0.3
61 | -0.1 | -0.1
62 | -1.1 | 0.5
63 | 0.3 | -0.2
64 | 1.4 | 0.0

no. | structure | TEAD-YAP inh | MITF primary
65 | CCC(C)NC(=O)CN(c1cc(Cl)cc(Cl)c1)S(C)(=O)=O (configuration not stated) | 11 | 16
66 | COc1cccc2sc(N(CC3CCCO3)C(=O)C3CC3)nc12 (configuration not stated) | 1 | -7
67 | c1ccc(COc2ccccc2CN2CCOCC2)cc1 | 6 | 0
68 | CC(=O)c1cccc(NC(=O)Cn2nc(C)c3ccccc3c2=O)c1 | -3 | 1
69 | S=C(NCCc1ccccc1)NCC(c1cccnc1)N1CCOCC1 (configuration not stated) | 3 | -4
70 | CCC(Sc1nc2ccsc2c(=O)n1Cc1ccc2c(c1)OCO2)C(=O)Nc1ccc2c(c1)OCO2 (configuration not stated) | -3 | -2
71 | COc1cccc(CNC(=O)C2CCN(c3cnccn3)CC2)c1 | -3 | 15
72 | COc1ccc2[nH]c(=O)c(-c3noc(-c4ccccc4F)n3)cc2c1 | 8 | 13

no. | GPR151 activ | FBW7 activator
65 | -0.2 | 0.3
66 | 0.5 | 0.0
67 | -0.6 | -0.1
68 | -0.8 | 0.0
69 | 9.3* | -0.1
70 | 1.1 | 0.0
71 | 0.1 | 0.4
72 | -2.4 | 0.6

no. | structure | TEAD-YAP inh | MITF primary
73 | O=C(COC(=O)C1CCC(=O)N1)Nc1ccccc1 (configuration not stated) | 6 | -8
74 | CC1(C2CCN(Cc3cccn3-c3ccccn3)CC2)NC(=O)N(Cc2ccsc2)C1=O (configuration not stated) | -15 | 18
75 | COc1ccc(CN2C[C@@H]3C[C@@H](c4ccccc4)N4CCC[C@@]34C2=O)cc1 | 4 | -2
76 | O=C(CN(Cc1ccccc1)S(=O)(=O)c1ccc(Br)cc1)N1CCCCC1 | 7 | 1
77 | C=CCN(C(=O)c1ccc2nc(-c3ccccc3)c(-c3ccccc3)nc2c1)c1ccccc1 | -7 | -6

no. | GPR151 activ | FBW7 activator
73 | -0.3 | -0.1
74 | 0.2 | 0.1
75 | 0.6 | -0.2
76 | -1.0 | -0.1
77 | -1.1 | -0.3
